Compound activity deposited in PubChem BioAssay by several laboratories.
eLon inh = inhibitors of E. coli Lon protease, primary screen, biochemical, fluorescence polarization; purified E. coli Lon protease; inhibition, % at 7.94 µM; 360,000 tested, 0.42% active; in the data active = inhibition above about 13%, passing the limit was not always enough;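 also: 0% = enzyme with probe and DMSO and 100% = no enzyme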
bovine MsrA act = bovine MsrA enzyme activators, primary screen, biochemical, absorbance, HTS; Methionine sulfoxide reductase A (Bos taurus); purified bovine MsrA, absorbance read-out; activation, % at 10.6 µM; 360,000 tested, 0.3% active; AID 602163, 2012; in the data active = activation above about 7.5%;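 also: 0% = vehicle and 100% = reference activator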
CendR NRP1 mod = modulators of CendR peptide binding to NRP-1, primary screen, biochemical, fluorescence polarization, uHTS | inhibition, % at 25 µM | Neuropilin-1 (Homo sapiens), O14786 | FAM-RPARPAR peptide binding to NRP-1 | 360,000 tested, 0.85% active;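 active = inhibition or corrected inhibition above about 18%, plus a signal ratio from 0.5 to 1.5, limit read from the data, passing the limit was not always enough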; also: strong numbers were not always called active
DNMT1 block = human DNMT1 methyltransferase inhibitors, primary screen, biochemical, molecular beacon, fluorescence, HinP1I cleavage, uHTS. 360,000 tested, 0.83% active. inhibition (reported as % activation of signal), % at 10 µM. AID 588458, 2011. DNA (cytosine-5)-methyltransferase 1 (Homo sapiens), P26358; in the data active = inhibition above about 50%
SUMO1 PPI mod = modulators of SUMO1 protein-protein interactions, primary screen, biochemical, uHTS; Small ubiquitin-related modifier 1 (Homo sapiens), P63165; SUMO1 binding to a labelled peptide, TR-FRET, 1 h; inhibition, % at 20 µM; 360,000 tested, 0.33% active; AID 602429, 2012; in the data active = inhibition above about 37%
MsrA inh = bovine MsrA enzyme inhibitors, primary screen, biochemical, absorbance, HTS; inhibition, % at 15.5 µM; purified bovine MsrA, absorbance read-out; 360,000 tested, 0.75% active; in the data active = inhibition above about 4.5%;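 also: 0% = vehicle wells with enzyme and 100% = reference inhibitor wells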
Tb MetRS inh = T. brucei MetRS inhibitors, primary screen, biochemical, luminescence | methionyl-tRNA synthetase (Trypanosoma brucei brucei) | purified T. brucei MetRS, ATP depletion, Kinase-Glo luminescence | inhibition, % at 11.9 µM | 360,000 tested, 0.4% active | AID 624268, 2012;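 active = inhibition above a per-plate cutoff of the control wells' mean inhibition plus 3 SD, cut at about 5.5% in these data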;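 also: 0% = DMSO wells median and 100% = median of wells with control inhibitor compound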
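System: purified T. brucei MetRS enzyme / Detection: Kinase-Glo luciferase luminescence reporting remaining unconsumed ATP / Medium: HEPES buffer with MgCl2, KCl, DTT, spermine, BSA, pyrophosphatase / Replication: singlicate, one well per compound / Evaluation: percent inhibition relative to median high and low control wells / Schedule: 2 h aminoacylation at 25 °C after 15 min preincubation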
LMPTP block = LMPTP phosphatase inhibitors, primary screen, biochemical, fluorescence intensity, uHTS. recombinant LMPTP-A, OMFP fluorogenic substrate. AID 651560, 2012. inhibition, % at 20 µM. 360,000 tested, 0.22% active;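 active = compounds that cut the enzyme signal by at least half of the control window in the single-dose screen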;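 also: plate controls were DMSO wells with enzyme plus substrate for no effect and substrate without enzyme for full effect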
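test system = LMPTP-A | amount = 0.625 nM LMPTP-A final | reagent = fluorogenic phosphatase substrate OMFP at 400 µM final | incubation = 50 min at room temperature | benchmarks = no-enzyme low control, uninhibited high control | medium = Bis-Tris pH 6.0, DTT, detergent | signal = fluorescence intensity of OMFP turnover product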
Scp1 inh = Scp-1 phosphatase inhibitors, primary screen, biochemical, colorimetric, uHTS. Recombinant Scp1, phosphopeptide, malachite green phosphate absorbance. 340,000 tested, 0.88% active. AID 493091, 2011. Carboxy-terminal domain RNA polymerase II polypeptide A small phosphatase 1 (Homo …. inhibition, % at 20 µM;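 active = inhibition above about 50% at 20 µM, limit read from the data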;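 also: plate controls were DMSO wells with enzyme for no effect and wells lacking enzyme for full effect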
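Test system – truncated SCP-1 phosphatase (76-261aa) · Reagent – Phosphorylated 17-residue peptide substrate · Incubation – 45 min room-temperature reaction, 5 min colour, 30 min stabiliser · Detection – colorimetric phosphate reagent with accelerator and stabiliser, absorbance at 630 nm · Measure – % inhibition at 20 µM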
STEP inh = STEP phosphatase inhibitors, primary screen, biochemical, fluorescence intensity, uHTS; 360,000 tested, 0.25% active; inhibition, % at 20 µM; recombinant STEP, OMFP fluorogenic substrate; Tyrosine-protein phosphatase non-receptor type 5 (Homo sapiens), P54829;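 active = inhibition at 20 µM, scaled per plate between control wells, above about 37%, limit read from the data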;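 also: 0% = DMSO with enzyme and substrate and 100% = substrate only without enzyme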
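System: STEP phosphatase, cell-free reaction; Buffer or medium: Bis-Tris pH 6.0 buffer with DTT, detergent; Incubation: 20 min at room temperature, dark; Measured by: fluorescence, 480/540 nm.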
* = called active by the depositor; . = no result given.

SMILES	eLon inh	bovine MsrA act	CendR NRP1 mod	DNMT1 block	SUMO1 PPI mod	MsrA inh	Tb MetRS inh	LMPTP block	Scp1 inh	STEP inh
CC(C)CSC1=NSC2=NC(=O)/C(=C\c3ccccc3)C(=N)N12	-28	-3	-6	1	-9	0.1	0.2	0.9	-2	-3
O=C1[C@@H]2Cc3c([nH]c4ccccc34)CN2C(=O)CN1CCO	1	-2	13	0	-1	-1.6	1.9	-0.1	-6	0
Cc1ccsc1-c1cc2nc(NCCOc3ccccc3Cl)n(C)c(=O)c2s1	-3	-1	4	7	-7	0.9	-0.2	3.3	.	2
CC(=O)Nc1ccc(S(=O)(=O)N2CCN(C(=O)c3ncoc3-c3ccc(C)cc3)CC2)cc1	1	-1	9	2	1	0.2	-0.6	0.2	0	-1
CS(=O)(=O)N(CC(=O)NC1CC2CCC1C2)c1ccc(Oc2ccccc2)cc1 (stereo not drawn)	0	-8	10	-1	1	1.5	-1.2	0.9	3	-1
CCOc1ccccc1-n1nnnc1SCC(=O)NCc1ccco1	6	-10	-10	-4	2	-1.2	-1.0	0.6	-11	0
O=C1C(=O)N(CCO)C(c2ccccc2[N+](=O)[O-])/C1=C(\O)c1ccccc1 (stereo not drawn)	11	-6	3	-2	-8	1.8	-1.0	-1.4	-3	4
Cc1ccc(C2=NS(=O)(=O)N(C)C(C(=O)Nc3ccc4c(c3)OCO4)=C2)cc1	8	-3	-12	-10	-15	1.0	-1.4	2.5	-16	4
Cc1ccc(SCC(=O)Nc2ncc(C)s2)cc1	-9	-5	9	0	-3	-0.5	-0.3	-0.6	-7	-2
CC1CN(Cc2nc3c(c(=O)n(C)c(=O)n3C)n2CCCO)CC(C)O1 (stereo not drawn)	10	-1	20	1	-1	0.6	-0.7	0.3	2	0
Cc1ccc(/C=N/NC(=O)C[n+]2ccccc2)s1	-3	-5	3	-1	-4	0.2	2.4	-0.7	-17	-6
CC(Sc1nnc(-c2ccncc2)n1C)C(=O)Nc1nccs1 (stereo not drawn)	10	2	9	-1	3	-0.2	-0.7	-0.7	-6	-2
O=C(Cc1cccs1)N(c1ccccc1)C1C=CS(=O)(=O)C1 (stereo not drawn)	-7	-6	-5	1	9	-0.3	-1.0	0.1	1	-2
NS(=O)(=O)c1ccc(NC(=O)COC(=O)CCNC(=O)NC23CC4CC(CC(C4)C2)C3)cc1	4	-3	0	-1	-1	0.9	-1.2	0.3	5	-2
O=C(c1cc(COc2ccc(F)cc2Cl)on1)N1CCc2ccccc2C1	7	-1	0	0	-2	0.3	-0.3	0.8	-7	-2
NC(=O)c1nsc(C(=O)N(c2ccccc2)C(C(=O)NC2CCCCC2)c2ccc(O)cc2)c1N (stereo not drawn)	3	-9	4	-3	-5	-0.6	-0.9	3.2	1	1
COc1cc(OC)cc(C(=O)N2CCN(C(=O)COc3ccc4ccccc4c3)CC2)c1	8	0	-8	-5	-3	1.6	-0.4	-1.0	1	1
Cc1cccc(C)c1NC(=O)C1(NC(=O)c2cnccn2)CCCCC1	-2	-7	-12	-1	-3	-1.1	-0.1	-2.2	10	0
CCCn1c(SCC(=O)Nc2ccc(S(=O)(=O)N(C)C)cc2)n[nH]c1=O	4	-3	2	1	2	-1.2	-0.5	-2.4	-8	-3
CCOC(=O)Cc1csc(N/N=C/c2cccc([N+](=O)[O-])c2)n1	2	-9	6	0	-10	1.7	-0.9	-0.4	1	1

Five compounds picked at random from those above:
SMILES	eLon inh	bovine MsrA act	CendR NRP1 mod	DNMT1 block	SUMO1 PPI mod	MsrA inh	Tb MetRS inh	LMPTP block	Scp1 inh	STEP inh
Cc1ccsc1-c1cc2nc(NCCOc3ccccc3Cl)n(C)c(=O)c2s1	-3	-1	4	7	-7	0.9	-0.2	3.3	.	2
Cc1ccc(SCC(=O)Nc2ncc(C)s2)cc1	-9	-5	9	0	-3	-0.5	-0.3	-0.6	-7	-2
NS(=O)(=O)c1ccc(NC(=O)COC(=O)CCNC(=O)NC23CC4CC(CC(C4)C2)C3)cc1	4	-3	0	-1	-1	0.9	-1.2	0.3	5	-2
CC(=O)Nc1ccc(S(=O)(=O)N2CCN(C(=O)c3ncoc3-c3ccc(C)cc3)CC2)cc1	1	-1	9	2	1	0.2	-0.6	0.2	0	-1
CCOc1ccccc1-n1nnnc1SCC(=O)NCc1ccco1	6	-10	-10	-4	2	-1.2	-1.0	0.6	-11	0

Further records:
SMILES	eLon inh	bovine MsrA act	CendR NRP1 mod	DNMT1 block	SUMO1 PPI mod	MsrA inh	Tb MetRS inh	LMPTP block	Scp1 inh	STEP inh
COc1cc(C)c(C(=O)Oc2cc(C)c(C(=O)O)c(O)c2C)c(O)c1C(=O)O	-3	-3	-27	-3	24	-0.3	1.0	-1.4	-13	-1
CC1=C(C(=O)OCc2ccccc2)C(c2cccc(F)c2)NC(=O)N1 (stereo not drawn)	4	-4	5	7	4	-1.1	-0.7	-1.1	-10	-1
Cc1ccc(C)c(NS(=O)(=O)c2cc(C(=O)NCC3CCCO3)ccc2C)c1 (stereo not drawn)	-6	-3	-14	-4	3	0.5	-0.4	0.9	-2	-2
Cc1nc2ccccc2n1Cc1ccc(Cl)cc1	-4	-1	2	-1	4	0.7	-0.9	0.5	-3	-3
C=C(C)CNC(=S)Nc1cccc(N)n1	1	1	0	-1	2	1.9	-0.5	-0.6	-7	-2
O=C(O)Cn1nc(-c2ccccc2)ccc1=O	-11	-1	-4	-3	-2	1.6	0.0	-0.2	0	-1
CCOC(=O)c1[nH]c2cc3c(cc2c1NC(=O)CN1CCc2ccccc2C1)OCO3	-7	-10	5	-18	-6	-0.6	-1.2	2.6	5	-2
O=S(=O)(c1ccc(SCCOc2cccc(Br)c2)nc1)N1CCCC1	-5	-6	6	-5	1	-1.3	-0.2	2.9	-17	0
COCCCn1c(SCC(=O)Nc2oc(C)c3c(C)n[nH]c(=O)c23)nc2sc3c(c2c1=O)CCC3	-6	-4	12	1	-16	1.7	-0.5	-15	-4	3
CCN(CC)C(=O)c1c(-c2ccccc2)oc2ccc(OC)cc12	-9	-6	2	-3	-2	1.1	0.0	0.3	-3	-1
C/C(=N\NC(=O)c1cc(C)[nH]n1)c1ccc(-c2ccccc2)cc1	-1	-3	-1	-3	-4	1.6	0.1	0.1	-7	-5
Cc1ccccc1-c1nc(CS(=O)(=O)CC(=O)NC2CCCCC2C)c(C)o1 (stereo not drawn)	3	-3	6	-1	7	1.5	0.1	-0.2	-6	0
Cc1cccc(C)c1NC(=O)c1cccc(C(=O)Nc2c(C)cccc2C)n1	5	5	2	-1	-1	0.6	0.3	0.6	-20	1
COc1ccc(NC2=CC(c3ccccc3)N(c3ccc(OC)cc3)C2=O)cc1 (stereo not drawn)	-11	-3	1	30	1	-0.4	-0.1	2.1	-4	1
O=C1ON=C(c2ccccc2)/C1=C/c1ccccc1	-3	-2	6	3	2	-1.2	0.3	-1.0	1	1
COc1cnn(-c2cccc(C(F)(F)F)c2)c(=O)c1Cl	-6	-6	-7	-1	-11	0.7	-0.9	-0.7	-4	0
COc1cc2ccc(C(=O)O)cc2cc1OC	3	-1	1	3	3	-0.1	-0.3	-1.3	.	2
COCCNC(=O)CN(c1ccc(C)cc1)S(=O)(=O)c1ccccc1	3	-2	2	3	8	-0.9	-0.2	-1.9	-3	-2
COC(=O)c1ccccc1NC(=O)NCc1cccnc1	-3	-3	-4	-1	2	0.2	-0.1	-0.9	-4	-2
C=CC1=C2C=C(C3CC3)N(C3CC3)C=C2C(=O)C(C)(OC(=O)c2ccco2)C1=O (stereo not drawn)	11	-1	3	-2	-4	1.4	-0.5	2.1	-3	-1
O=C(Nc1nnc(C2CCCC2)s1)C1CCC1	-8	-10	-10	-3	5	0.8	0.3	0.0	10	3
CC/C(C)=N/Nc1ccc(S(=O)(=O)N2CCCC2)cc1[N+](=O)[O-]	-15	-2	14	0	-34	0.7	0.7	1.9	-4	4
Cc1c2cc(O)c(=O)cc-2oc2cc(O)c(O)cc12	48*	-4	132	186*	23	-0.6	0.8	80*	71*	-54
Cc1ccc(NC(=O)CCC(=O)N/N=C/c2cc([N+](=O)[O-])ccc2O)cc1	-2	-1	-6	0	-19	-0.1	-0.5	2.2	5	-2
Oc1ccccc1Cn1c(-c2ccccc2O)nc2ccccc21	-6	-2	0	-6	3	-0.3	-0.3	3.2	-2	-4
CCC(=O)Nc1ccc(C(=O)COC(=O)CCN2C(=O)C3CC=CCC3C2=O)cc1 (stereo not drawn)	-18	-4	-4	-10	2	-0.2	-0.3	-0.3	-1	0
Cc1c[n+]([O-])ccc1Oc1ccc([N+](=O)[O-])cc1	9	-7	-93	-2	-22	-0.1	-0.4	-1.4	-1	-2
COc1cccc(C=NN(C)c2c([N+](=O)[O-])cc(C(F)(F)F)cc2[N+](=O)[O-])c1O	-1	-6	12	-9	-25	-0.6	-1.2	3.4	.	2
c1ccc(Oc2cccc(CN3CCOCC3)c2)cc1	-6	-1	0	3	0	-1.0	-0.3	0.4	1	-1
CC1CCCN(CCCNS(=O)(=O)c2ccc3c(c2)CCN3C(=O)C2CC2)C1 (stereo not drawn)	-11	-5	4	1	4	-1.0	-0.3	-0.8	-3	2
N=C1SCC(=O)N1c1nc(-c2ccccc2)cs1	-5	-4	-1	3	-11	2.5	-0.6	0.1	-3	0
CNC(=O)CCSc1ccc(C)cc1	6	6	0	8	-1	-0.6	0.5	-0.7	-2	-2
CCN1CCCC1CNC(=O)c1ccc(Sc2ccccc2Cl)c([N+](=O)[O-])c1 (stereo not drawn)	-3	4	-4	4	-25	0.8	-0.2	0.3	-7	-2
C#Cc1ccc([C@H]2C=C(C(=O)O)O[C@@H](OCCCCO)C2)cc1	12	1	-34	6	-9	0.0	-0.1	1.0	12	4
COc1ccccc1NC(=O)C1CCCN(S(=O)(=O)c2ccccc2)C1 (stereo not drawn)	7	-8	3	3	3	0.0	-0.5	-0.6	4	0
Nc1nonc1C(=O)NCCN=Cc1cc(Cc2ccccc2)cc(Br)c1O	7	-9	-60	-1	-1	.	0.1	-0.5	-8	-1
O=C1C2C(C(=O)N1CCN1CCN(Cc3ccc([N+](=O)[O-])cc3)CC1)[C@H]1C=C[C@@H]2C1 (stereo partly drawn)	-1	-6	14	0	-24	1.6	-1.1	-1.6	4	-1

The order is random; any-hit rate near 4.3%.
